EBNA-1 inh: EBNA-1 DNA-binding inhibitors, primary screen, biochemical, fluorescence polarization; inhibition, % at 14.8 µM; actives 0.34% (n = 300,000); in the data active = inhibition above about 28%
ZTA DNA inh: counter-screen for EBNA-1 inhibitors: inhibitors of Epstein-Barr virus ZTA | P03206 | ZTA-DNA binding, fluorescence polarization | inhibition, % at 11 µM | actives 0.15% (n = 320,000); in the data active = inhibition above about 33%
PAFAH1B2 FP inh: PAFAH1B2 enzyme inhibitors, primary screen, biochemical, fluorescence polarization, human; Platelet-activating factor acetylhydrolase IB subunit alpha2 (Homo sapiens), P68402; recombinant PAFAH1B2, FP-rhodamine activity probe; inhibition, % at 3.39 µM; AID 492953, 2010; actives 1.2% (n = 340,000);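 active = inhibition above the mean of all tested compounds plus 3 SD, cut at about 24% in these data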;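 note: 0% = enzyme with DMSO and 100% = wells lacking PAFAH1B2; many of its hits are not listed in these tables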
Target sequence (P68402 whole entry, looked up): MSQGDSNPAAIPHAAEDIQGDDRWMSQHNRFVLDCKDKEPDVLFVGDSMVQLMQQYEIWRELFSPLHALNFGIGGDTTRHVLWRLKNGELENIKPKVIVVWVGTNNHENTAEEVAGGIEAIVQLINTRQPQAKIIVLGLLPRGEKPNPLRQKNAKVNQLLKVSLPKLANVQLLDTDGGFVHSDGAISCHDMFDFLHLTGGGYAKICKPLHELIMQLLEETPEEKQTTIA
pPAFAH FP inh: pPAFAH enzyme inhibitors, primary screen, biochemical, fluorescence polarization, human; Platelet-activating factor acetylhydrolase (Homo sapiens), Q13093; recombinant pPAFAH, FP-rhodamine probe fluorescence polarization; inhibition, % at 3.39 µM; actives 1.5% (n = 330,000);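 active = inhibition above the mean inhibition across the screen plus 3 SD, cut at about 25% in these data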;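 note: inhibitors block binding of the rhodamine activity-based probe so polarization drops; 0% = enzyme with DMSO and 100% = wells lacking pPAFAH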
PAFAH2 FP inh: PAFAH2 enzyme inhibitors, primary screen, biochemical, fluorescence polarization, human; recombinant PAFAH2, FP-rhodamine activity probe; inhibition, % at 3.39 µM; Platelet-activating factor acetylhydrolase 2, cytoplasmic (Homo sapiens), Q99487; actives 0.99% (n = 340,000);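 active = inhibition above the mean over all tested compounds plus 3 SD, cut at about 30% in these data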;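 note: inhibitors block probe labeling of enzyme so polarization drops; 0% = enzyme with DMSO and 100% = wells lacking PAFAH2 protein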
LYPLA2 counter: LYPLA2 inhibitors, primary screen, counter-screen for PME1 inhibitor project, biochemical, fluorescence polarization, FP-Rh probe ABPP; Acyl-protein thioesterase 2 (Homo sapiens), O95372; recombinant LYPLA2; inhibition, % at 5.9 µM; actives 0.38% (n = 320,000); AID 2177, 2009;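 active = inhibition above the screen-wide mean plus 3 SD, limit set per campaign, cut at about 26% in these data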;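 note: 0% = LYPLA2 with DMSO and 100% = wells lacking LYPLA2 enzyme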
Target sequence (O95372 whole entry, looked up): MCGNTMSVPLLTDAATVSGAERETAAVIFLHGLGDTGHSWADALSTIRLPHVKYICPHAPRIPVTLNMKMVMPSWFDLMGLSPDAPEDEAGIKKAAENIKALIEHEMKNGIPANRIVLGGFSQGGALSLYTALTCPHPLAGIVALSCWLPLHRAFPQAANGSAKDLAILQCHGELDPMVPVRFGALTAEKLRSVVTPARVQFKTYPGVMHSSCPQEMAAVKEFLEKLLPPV
PAFAH1B3 inh: PAFAH1B3 enzyme inhibitors, primary screen, biochemical, fluorescence polarization, human; inhibition, % at 3.39 µM; Platelet-activating factor acetylhydrolase IB subunit alpha1 (Homo sapiens), Q15102; actives 0.28% (n = 340,000); recombinant PAFAH1B3, FP-rhodamine probe;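 active = inhibition above the screen-wide average of all tested compounds plus 3 SD, cut at about 25% in these data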;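 note: 0% = enzyme with DMSO only and 100% = wells lacking PAFAH1B3 protein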
Target sequence (Q15102 whole entry, looked up): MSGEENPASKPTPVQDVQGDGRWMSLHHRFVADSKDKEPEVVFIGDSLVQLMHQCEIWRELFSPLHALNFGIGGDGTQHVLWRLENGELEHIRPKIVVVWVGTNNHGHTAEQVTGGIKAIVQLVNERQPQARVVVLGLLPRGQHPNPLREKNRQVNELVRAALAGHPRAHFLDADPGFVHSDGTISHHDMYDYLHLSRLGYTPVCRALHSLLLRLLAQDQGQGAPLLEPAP
PREPL inhibitor: PREPL enzyme inhibitors, primary screen, biochemical, fluorescence polarization; Prolyl endopeptidase-like (Homo sapiens), Q4J6C6; recombinant PREPL, fluorescence polarization activity-based probe; inhibition, % at 5.96 µM; actives 0.68% (n = 320,000); AID 2751, 2010; in the data active = inhibition above about 43%;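 note: 0% = enzyme with DMSO and 100% = wells lacking enzyme; many of its hits are not listed in these tables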
LYPLA1 counter: LYPLA1 inhibitors, primary screen, counter-screen for PME1 inhibitor project, biochemical, fluorescence polarization, FP-Rh probe ABPP; Acyl-protein thioesterase 1 (Homo sapiens), O75608; actives 0.16% (n = 320,000); inhibition, % at 5.9 µM; AID 2174, 2009; recombinant LYPLA1;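 active = inhibition above the mean of all tested compounds plus 3 SD, set per campaign, cut at about 14% in these data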;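 note: inhibitors block serine hydrolase probe labeling of LYPLA1 so polarization falls; 0% = enzyme with DMSO and 100% = wells lacking LYPLA1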
Target sequence (O75608 whole entry, looked up): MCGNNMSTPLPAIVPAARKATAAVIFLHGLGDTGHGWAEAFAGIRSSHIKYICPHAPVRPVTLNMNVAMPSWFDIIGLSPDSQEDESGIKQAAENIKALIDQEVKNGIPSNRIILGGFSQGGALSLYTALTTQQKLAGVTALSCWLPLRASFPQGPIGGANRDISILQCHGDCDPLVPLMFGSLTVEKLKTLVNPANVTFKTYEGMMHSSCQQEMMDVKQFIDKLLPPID
Active calls of the source: *; nt = no result given.

SMILES	EBNA-1 inh	ZTA DNA inh	PAFAH1B2 FP inh	pPAFAH FP inh	PAFAH2 FP inh	LYPLA2 counter	PAFAH1B3 inh	PREPL inhibitor	LYPLA1 counter
CCOC(=O)c1c(N2C(=O)C3C4C=CC(C4)C3C2=O)sc2c1CCC(C)C2 (stereo not given)	-2.6	-3.6	0.0	24.4	-1.9	9.6	12.8	-1.0	1.5
N#CC1=C(N)SC(N)=C(C#N)C1CCc1ccccc1	-0.1	13.9	-37.6	2.6	-81.3	-20.3	-66.7	-12.4	-16.5
OCCC1CN(Cc2nc(-c3ccccc3)cs2)CCN1C1CCCC1 (stereo not given)	-10.7	-0.3	5.8	2.6	-1.6	2.7	5.2	28.6	0.8
O=c1c2ccccc2ncn1CCCOc1ccccc1[N+](=O)[O-]	-5.1	-4.3	4.2	-6.2	0.8	2.9	12.7	6.7	-0.5
O=C(CSCCO)N1CCc2ccccc21	8.6	-0.8	2.9	1.5	1.3	-0.8	7.8	7.9	2.2
O=C(CSc1nnc(-c2cccs2)n1C1CC1)NC1CCS(=O)(=O)C1 (stereo not given)	nt	-5.7	0.8	-1.1	5.2	1.4	-1.4	-1.0	0.3
CC(=O)N1CCOc2ccc(S(=O)(=O)N(C)c3ccc(C)cc3)cc21	-0.3	2.7	2.2	-3.3	0.9	-1.3	5.1	14.9	0.3
Cc1cc(O)ccc1NC1=CC(=O)CC(C)(C)C1	1.1	0.5	-2.0	0.8	6.7	-4.0	7.0	10.7	-0.2
O=C(NNC(=O)c1ccc(F)c(S(=O)(=O)N2CCOCC2)c1)c1ccc(Br)cc1	nt	-16.8	1.1	1.5	4.9	9.2	5.7	18.6	0.4
N#C/C(=C\c1c(Cl)cccc1Cl)c1nc2ccccc2o1	-11.4	5.9	-2.3	1.2	32.9*	7.0	0.3	-2.6	-3.6
CCc1nc(C#N)c(N2CCOCC2)o1	-3.4	-17.1	2.9	6.6	-7.0	7.4	4.7	11.6	0.9
CN(C)Cc1ccccc1Sc1cccc2ccccc12	-13.0	-4.0	2.9	10.2	-8.9	9.3	4.9	-15.1	2.9
CC1(C)Cc2nc3oc4c(NCCCN5CCOCC5)ncnc4c3cc2CO1	-4.3	-4.9	2.8	-0.1	-1.6	-1.0	13.1	13.0	-0.2
COC(=O)c1cccc([N+](=O)[O-])c1CS(=O)(=O)c1ccc(C)cc1	11.7	16.2	0.2	-2.1	4.1	8.3	4.5	7.9	2.2
CC1=C(C(=O)OCc2ccccc2)C(/C=C/c2ccccc2)N2C(=O)CCSC2=N1 (stereo not given)	-13.5	-11.8	1.7	-16.8	-4.2	-6.0	6.8	11.6	-8.6
N#Cc1c(Nc2ccccc2)c(C=O)c[nH]c1=O	-9.6	-1.1	-2.4	4.8	3.5	1.8	2.5	-4.1	2.2
Cc1cc(C(=O)COC(=O)CC2Sc3ccccc3NC2=O)c(C)n1-c1ccc(Br)cc1 (stereo not given)	7.6	10.5	-3.9	15.0	2.0	-14.0	-8.2	-13.9	-14.2
O=C(O)CCC(=O)Nc1ccc(-c2nnc(-c3ccco3)o2)cc1	8.6	12.2	-0.4	4.4	-0.3	10.6	-3.4	1.7	5.1
Cc1nc(Oc2ccc(Cl)cc2)c2oc3ccccc3c2n1	19.5	-11.7	6.0	9.6	0.1	8.1	2.0	5.7	3.3
COc1ccc(S(=O)(=O)N(Cc2ccccc2)c2ccccc2C(=O)Nc2ccccc2C(=O)NCc2ccco2)cc1	5.0	-4.1	-3.4	2.6	-0.4	-14.1	3.3	-1.1	-11.7
Cc1ccc(NC(=O)C(C)Sc2nc3nc(C)cc(C)n3n2)cc1 (stereo not given)	nt	-1.3	2.4	-2.2	0.4	-2.8	8.9	0.2	0.9
O=C(c1cccs1)N1CCCc2ccccc21	0.3	-2.7	5.9	-2.8	7.4	-5.8	1.1	-5.3	-1.8
CCc1nnc(NC(=O)CSc2nc3ccc(OC)cc3[nH]2)s1	1.5	7.2	2.8	-1.3	2.9	4.8	11.7	-1.6	-1.7
C[N+]1(C)CC2=Cc3ccccc3CC2C1 (stereo not given)	-17.7	5.9	-3.7	-6.2	3.9	-8.3	2.2	20.8	-2.9

Two entries from above, with bars between the fields:
SMILES | EBNA-1 inh | ZTA DNA inh | PAFAH1B2 FP inh | pPAFAH FP inh | PAFAH2 FP inh | LYPLA2 counter | PAFAH1B3 inh | PREPL inhibitor | LYPLA1 counter
O=C(c1cccs1)N1CCCc2ccccc21 | 0.3 | -2.7 | 5.9 | -2.8 | 7.4 | -5.8 | 1.1 | -5.3 | -1.8
CCc1nnc(NC(=O)CSc2nc3ccc(OC)cc3[nH]2)s1 | 1.5 | 7.2 | 2.8 | -1.3 | 2.9 | 4.8 | 11.7 | -1.6 | -1.7

Next entries
SMILES	EBNA-1 inh	ZTA DNA inh	PAFAH1B2 FP inh	pPAFAH FP inh	PAFAH2 FP inh	LYPLA2 counter	PAFAH1B3 inh	PREPL inhibitor	LYPLA1 counter
COc1ccc(NCc2nnc(SCC(=O)c3ccc(C)cc3)o2)cc1	-14.6	11.0	-0.7	12.4	11.0	-1.6	6.0	6.5	-0.6
OC(C#CCN1CCCC1)c1ccccc1 (stereo not given)	-6.4	4.2	-3.2	3.5	-0.3	3.9	10.7	6.1	3.8
Cc1cc(C)c2sc(N(CCCN(C)C)C(=O)c3ccc(S(=O)(=O)N4CCc5ccccc5C4)cc3)nc2c1	-3.1	24.9	3.9	-3.0	7.9	4.6	7.6	4.4	2.1
CCOC(=O)C1CCN(C(=O)CCNC(=O)Cn2cnc3ccccc3c2=O)CC1	9.0	9.2	1.0	-1.9	3.1	2.9	6.0	-2.4	-3.6
Cc1cc(NC(=O)CN(C)CCOc2ccccc2)ccc1Br	0.0	5.4	8.2	0.5	0.3	-0.7	8.1	-42.7	0.2
O=C(c1ccco1)N1CCN(C2CC(=O)N(c3ccccc3)C2=O)CC1 (stereo not given)	16.1	17.4	4.0	8.8	7.1	-4.0	8.3	8.2	1.4
OC(COc1ccc2c(c1)OCO2)CN1CCCC1 (stereo not given)	-9.1	-4.4	0.0	-6.7	-2.4	-2.2	5.2	24.2	-6.7
COCCN(C(=O)CCC(=O)Nc1ccccn1)C(C(=O)NCCC(C)C)c1ccc(OC)cc1 (stereo not given)	-1.5	-8.3	-2.7	0.3	-2.8	4.9	1.1	10.1	-0.4
COc1ccc(-n2c(Cc3cccn3C)nnc2SCC(=O)Nc2cccc(OC)c2)cc1	-6.6	-10.5	-2.8	-3.9	9.7	-4.3	-2.0	16.4	-2.8
COc1ccc(CCNS(=O)(=O)c2ccc(Cl)s2)cc1OC	10.1	6.8	2.3	6.8	-6.7	6.0	10.1	-3.2	1.9
O=C(O)c1ccc2oc(SCC(=O)N3CCCCC3)nc2c1	2.0	-9.9	1.2	3.8	12.1	5.0	-5.5	4.5	3.0
Cc1ccc(N2C(=O)C3C4C=CC(CNC(=S)Nc5ccc(F)cc5)(O4)C3C2=O)cc1 (stereo not given)	-8.4	6.7	0.1	-0.7	-1.3	9.6	-5.7	5.9	-1.5
CC(C)(C)OC(=O)CNC(=O)c1[nH]cnc1C(=O)NCC(=O)OCc1ccccc1	8.2	-1.5	6.1	6.2	-6.1	1.9	4.2	4.4	-2.1
O=C(O)C1=C[C@H](c2coc3ccccc3c2=O)C[C@H](OCCCCO)O1	-3.5	-11.3	0.8	-0.1	4.8	-1.7	5.3	15.3	0.9
COC(=O)c1nn(-c2ccc(OC)cc2)c(=O)c2c(N)sc(C)c12	8.6	0.1	1.9	2.2	2.1	-7.0	6.8	-1.2	-8.2
CCC(=O)N1CCc2cc(OC)c(OC)cc2C1COc1ccc(C(=O)OC)cc1 (stereo not given)	5.8	-6.9	-1.2	2.9	-0.9	-7.0	0.0	12.8	-0.8
O=C(CC1c2ccccc2Oc2ccccc21)Nc1ccccc1F	1.5	1.6	3.5	2.9	2.9	-1.5	7.0	1.7	-0.4
O=C(COC(=O)c1nc(Cl)ccc1Cl)c1ccc(Cl)s1	-9.1	-22.3	-0.5	11.8	-3.1	5.5	3.0	12.3	1.0
COc1ccccc1NC(=O)Cn1nnc(C(=O)Nc2ccccc2)c1N	2.2	-5.5	-1.9	-1.7	-7.8	-2.1	5.0	-1.4	-2.2
OCc1cn(-c2ccccc2)nc1-c1cccnc1	-2.8	0.7	0.2	-7.3	7.0	-0.6	3.8	3.1	-0.9
O=C(CN1CCc2ccccc21)NC(=O)NC1CCCCC1	-3.5	5.7	3.3	12.4	-1.9	1.4	4.5	23.4	1.7
Cc1ccc(S(=O)(=O)N(C)c2ccc(NS(C)(=O)=O)cc2)cc1	3.2	-8.9	5.9	5.0	-1.9	2.2	3.2	-3.0	0.2
O=C(NCC(=O)N1CCC(N2CCCCC2)CC1)C1CCCCC1	-6.1	-11.9	2.4	1.9	3.7	-4.9	6.5	-6.1	-2.8
COc1ccc(Nc2nc(C)cc(C)c2C(N)=O)c(OC)c1	-4.5	3.1	0.7	2.3	5.5	-5.1	2.0	-3.5	-2.2
O=S1(=O)N=C(N2CCCC2)c2ccccc21	-9.3	-33.4	3.7	0.7	0.9	9.1	12.6	10.1	1.4
Cc1ccc(C(=O)/C=C/Nc2cccc([N+](=O)[O-])c2)o1	10.1	0.9	1.3	4.5	-7.9	-1.2	5.3	11.5	-1.3
O=C(COC(=O)Cc1ccc(S(=O)(=O)N2CCOCC2)s1)NCc1ccc(Cl)cc1	-5.8	-25.1	-1.7	19.0	-9.8	4.2	-5.8	8.0	1.5
O=C1Nc2ccccc2S/C1=C/NCc1ccccc1Cl	-5.3	-14.4	4.3	3.2	1.8	13.3	8.1	9.3	-3.7
O=C(NC12CC3CC(CC(C3)C1)C2)C1CC(=O)N(c2ccc(Br)cc2)C1 (stereo not given)	10.2	0.8	6.3	0.7	-7.1	6.7	6.5	2.5	-1.9
O=[N+]([O-])c1cc(-c2csc(NC(CO)c3nc4ccccc4n3CCOCCO)n2)ccc1Cl (stereo not given)	1.3	12.6	-2.2	8.8	2.1	5.0	3.4	20.9	1.0
O=C(COC(=O)Cc1ccc([N+](=O)[O-])cc1)NC1CCCCCC1	nt	nt	9.1	12.4	2.6	nt	5.4	4.2	nt
COc1ccc2c(c1OC)C(=O)OC2N1C(=O)CC[C@H]1C(=O)Nc1ccc2c(c1)OCO2 (stereo not given in full)	-10.3	-2.9	-6.5	2.8	2.9	7.7	10.3	8.1	1.0
COC(=O)CCC(=O)Nc1cccc(Br)c1	-3.4	-21.2	1.6	3.7	8.8	-1.4	4.3	13.1	0.0
CCC(C)NC(=O)CS(=O)(=O)Cc1nc(-c2cccc(OC)c2)oc1C (stereo not given)	5.0	0.6	3.8	2.5	1.3	2.4	6.2	-0.9	5.1
CCOC(=O)c1c(C)[nH]c(C)c1C(=O)COC(=O)c1ccc(Cl)nc1	nt	nt	-0.6	2.9	-4.4	nt	6.3	11.3	nt
COc1ccc(NC(=O)Nc2nnc(N3CCC(C)CC3)s2)cc1OC	3.7	-14.8	9.8	1.6	6.1	-1.7	1.0	0.1	1.1
CCN(CC)CCN(C(=O)C1CCCCC1)c1nc2cc3c(cc2s1)OCO3	3.6	4.8	-4.7	0.5	1.3	0.8	-1.6	8.4	-1.5

Screening data deposited in PubChem BioAssay by The Scripps Research Institute Molecular Screening Center.

Only part of the results is shown; the hit share may differ from the screen's.
